High-throughput results deposited in PubChem by several laboratories.
CaV13 FRET inh: Primary screen for inhibitors of IQ motif and Ca2+-dependent inactivation inhibitor domain binding in CACNA1D, Förster resonance energy transfer in living cells, …. HEK cells, CFP/YFP FRET ICDI-IQ, plate reader, 10 min; percent FRET-ratio fall versus neutral wells. inhibition, % at 12.3 µM. 340,000 tested, 0.098% active. AID 743397;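 active = mean replicate inhibition of at least 30% and at least 1% of replicates passing that level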;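 also: 0% = median of the neutral control wells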
ABCB6 inh 2: inhibitors of human ABC transporter ABCB6 | Q9NP58 | K562-ABCB6 porphyrin accumulation, flow cytometry, 1 h; stronger effect = lower value | fluorescence ratio to DMSO, % at 10 µM | 360,000 tested, 0.19% active;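 active = fluorescence ratio to DMSO below 75%, the collection mean minus 3 SD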;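 also: signal is porphyrin accumulated inside mitochondria; 100% equals median channel fluorescence of DMSO control wells; lower ratio means ABCB6 inhibition with less porphyrin fluorescence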
PDI inh: PDI (human) enzyme inhibition. inhibition, % at 10 µM. P07237. AID 588391. 350,000 tested, 0.052% active. PDI insulin aggregation turbidity, A650, 90 min;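 active = mean inhibition across replicates of 30% or more, whatever share of single replicates reach that level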;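 also: absorbance from insulin aggregation driven by PDI reduction with DTT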
MC4R ag barr: human MC4R agonism via beta-arrestin | P32245 | U2OS MC4R beta-arrestin complementation, luminescence; percent of melanotan II response, DMSO zero | activation, % at 8.9 µM | 360,000 tested, 0.98% active;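 active = activation above a per-plate cutoff, the mean activation of sample wells on that plate plus 3 SD, cut at about 8% in these data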
Target sequence (P32245 whole entry, looked up): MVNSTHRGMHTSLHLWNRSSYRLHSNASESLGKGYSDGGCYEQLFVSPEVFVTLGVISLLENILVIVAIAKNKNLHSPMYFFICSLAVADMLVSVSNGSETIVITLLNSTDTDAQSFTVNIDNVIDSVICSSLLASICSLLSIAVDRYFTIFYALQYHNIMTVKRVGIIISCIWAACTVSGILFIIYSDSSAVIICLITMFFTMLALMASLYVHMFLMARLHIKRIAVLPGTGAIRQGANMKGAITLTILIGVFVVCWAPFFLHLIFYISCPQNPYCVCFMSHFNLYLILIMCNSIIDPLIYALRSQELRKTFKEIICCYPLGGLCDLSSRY
Cardio protect: myocardial damage modulation in H9c2 cells | H9c2 cardiomyocytes, H2O2 injury protection, ATPLite, 2 h | AID 588492 | 360,000 tested, 0.63% active | protection from H2O2 cell death, % at 20 µM;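 active = compounds giving at least 50% protection of heart cells from peroxide-induced death in the single-dose screen, raw or plate-pattern-corrected value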;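 also: 0% = DMSO wells with peroxide and 100% = DMSO wells without peroxide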
Glyco luc inh: N-linked glycosylation inhibition; D54 ERlucT glycosylation luciferase reporter, 24 h; percent of 100 nM tunicamycin response; AID 588692; 360,000 tested, 0.23% active; reporter increase, % at 12.5 µM;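 active = mean luciferase reporter signal, scaled so untreated is 0 and the glycosylation-blocking control 100, at or above a set limit in every replicate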;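 also: luciferase carries N-glycosylation sites so blocking glycosylation raises the light; 0% = median of neutral control wells and 100% = median of 100 nM tunicamycin wells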
MC4R antagonist: human MC4R antagonism in cAMP assay. P32245. MC4R-expressing cells, MTII-stimulated cAMP, LANCE TR-FRET. inhibition, % at 6.5 µM. 360,000 tested, 0.48% active;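 active = inhibition above its plate's cutoff, the mean of tested wells on that plate plus 3 SD, cut at about 29% in these data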;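 also: 0% = Melanotan II alone and 100% = Melanotan II plus saturating MCL0020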
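System – human MC4R-expressing U2OS cells · Also added – Melanotan II · Dosing – one concentration, 6.5 µM nominal · Timing – 30-min compound, 1-h challenge, 1-h detection, room temperature · Measured by – Eu-cAMP/anti-cAMP TR-FRET, emission 671 nm · Replicates – singlicate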
HTR2A ag: activates the mouse 5-HT2A serotonin receptor. P35363. CHO-K1 mHTR2A beta-arrestin complementation, luminescence; percent of 30 µM serotonin response. activation, % at 7.6 µM. 360,000 tested, 0.66% active. AID 624169;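 active = activation above a run cutoff, the mean activation of all tested compounds plus 3 SD, cut at about 14% in these data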;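 also: 0% = plate median of compound wells and 100% = 30 µM serotonin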
Target sequence (P35363 whole entry, looked up): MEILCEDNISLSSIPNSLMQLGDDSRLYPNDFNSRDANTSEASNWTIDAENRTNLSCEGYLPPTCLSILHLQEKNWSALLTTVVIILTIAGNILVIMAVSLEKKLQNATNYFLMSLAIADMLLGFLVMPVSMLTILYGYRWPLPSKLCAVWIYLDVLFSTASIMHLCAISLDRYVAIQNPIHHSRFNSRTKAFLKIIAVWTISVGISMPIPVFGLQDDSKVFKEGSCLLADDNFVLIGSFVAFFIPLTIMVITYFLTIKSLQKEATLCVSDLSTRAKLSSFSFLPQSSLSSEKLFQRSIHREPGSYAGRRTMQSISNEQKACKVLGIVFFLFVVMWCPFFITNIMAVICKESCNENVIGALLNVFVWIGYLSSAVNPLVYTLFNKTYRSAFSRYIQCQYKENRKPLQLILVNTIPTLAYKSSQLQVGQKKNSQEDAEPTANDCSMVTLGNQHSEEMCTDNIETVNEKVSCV
aDG glyco act: increases alpha dystroglycan glycosylation | Pro5-aDG cells, alpha-DG glycosylation AlphaScreen (IIH6); 0% Pro5, 100% B10-LARGE cell signal | activation, % at 10 µM | 360,000 tested, 0.22% active | AID 624168;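 active = activation of at least 8% versus controls, or a plate z-score of at least 8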;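 also: Pro5 are CHO cells carrying HIG-tagged alpha-DG that lacks glycosylation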
Vif inh: HIV Vif inhibition. HEK293T cells, Vif self-association by quenched fluorescence, imaging, 24 h. inhibition, % at 7.49 µM. 340,000 tested, 0.35% active; in the data active = inhibition above about 50%, passing the limit was not always enough; also: some results filed as inactive read as strong as hits
The depositor's hits bear a star; nt = no result given. No enrichment for hits; any-hit rate near 3.6%.

SMILES	CaV13 FRET inh	ABCB6 inh 2	PDI inh	MC4R ag barr	Cardio protect	Glyco luc inh	MC4R antagonist	HTR2A ag	aDG glyco act	Vif inh
CCC(=O)NC(c1cc(Cl)c2cccnc2c1O)C(C)C (configuration not stated)	-5	98	-7	-1.4	42	-12	-2	-21	0.6	-4
CCOC(=O)CNC(=O)c1cn(CC(C)C)c(=O)c2cc(OC)c(OC)cc12	-7	93	-10	0.0	8	3	3	5	0.0	5
CCN(c1ccccc1)S(=O)(=O)c1ccc(Cl)c(NC(=O)CN(C)C2CCN(C)CC2)c1	-7	100	2	0.6	-12	-2	11	-3	0.4	-5
COc1cc(F)ccc1CN1CCC(n2nccc2NC(=O)C2CCOC2)CC1 (configuration not stated)	-6	102	-1	-4.7	6	6	7	1	0.0	-2
O=C(NCCNC(=O)c1cc(F)cc(F)c1)c1cc(F)cc(F)c1	-3	97	-11	-0.8	-3	0	3	0	-0.1	-7
C/C(CC(=O)Nc1ccc(N(C)C)cc1)=N\NC(=O)c1ccncc1	-4	102	2	-3.6	1	4	7	0	-0.1	11
CC1(C)C(=O)Nc2ccccc2N1C(=O)COC(=O)c1cc(S(=O)(=O)N2CCOCC2)ccc1F	0	98	-8	-1.8	19	2	36*	5	0.0	3
Cc1nc2cc(-c3cccc(F)c3)nn2c(C)c1CCC(=O)NC(C)c1ccc2c(c1)OCCO2 (configuration not stated)	-6	97	4	-1.9	0	-1	6	-5	0.0	-5
COC(=O)c1sc(NC(=O)CSc2nnnn2-c2ccc(C)cc2C)nc1C	nt	99	-4	2.8	-9	2	0	5	0.0	2
Cc1cc(C(N)=O)c2cc(Br)ccc2n1	-3	93	-1	-1.3	0	-2	1	4	-0.1	nt
O=c1[nH]cc(CN2CCOCC2)c(=O)[nH]1	-4	96	1	-2.3	3	1	0	1	0.0	7
CCN(c1ccccc1)S(=O)(=O)c1ccc(OCC(F)(F)F)c(NC(=O)c2ccc(=O)[nH]c2)c1	-2	99	6	1.5	-4	-1	15	-4	0.5	3
Oc1c(Br)cc(Br)cc1C=Nc1ccc2[nH]ncc2c1	-64	95	-11	2.2	35	2	0	3	-0.1	-2
CCOC(=O)CSc1nc2ccsc2c(=O)[nH]1	-5	100	4	-2.7	6	1	-4	2	-0.7	10
COc1ccccc1NC(=S)NNC(=S)Nc1ccc(OC(F)F)cc1	-3	96	-4	1.2	-1	7	8	-5	0.7	5
COc1ccccc1N1CCN(C(=O)c2cccc3c(=O)c(C)c(-c4ccccc4)oc23)CC1	-7	96	-4	4.9	44	-2	25	1	-0.5	-6
CC1(C)c2ccccc2-c2nc3ccccc3cc2C1N1CCOCC1 (configuration not stated)	-9	94	0	1.6	-5	-4	-1	3	0.0	-6
CCOC1=C2[C@@H](CN(S(=O)(=O)c3ccc(C)cc3)[C@H]2c2cccc3ccccc23)[C@H]2C(=O)N(C3CCCCC3)C(=O)[C@H]2C1	-6	98	nt	nt	5	-8	nt	0	-0.5	nt
Cc1cccc(NC(=O)C2C(C(=O)O)C3C=CC2C32CC2)c1C (configuration not stated)	-5	103	-4	1.4	-11	-2	0	1	0.0	42
CCN1/C(=C/c2cccc[n+]2C)Sc2ccc(OC)cc21	-28	347	4	-1.0	-20	-1	12	4	-0.1	nt
COc1ccc(CN2CCC(=O)N([C@H](CO)CC(C)C)CC2)cc1	-5	99	-1	-1.7	-4	0	4	-8	0.3	2
CCOC(=O)c1cnc2c(Cl)cccc2c1NCCCN1CCOCC1	-19	96	10	-0.9	4	-3	8	-6	0.2	15
CC1CCC/C(=N\NC(=O)COc2ccccc2Cl)C1 (configuration not stated)	-5	96	5	-0.2	8	0	-7	-1	-0.2	29
COC(=O)CC1=NN(c2nc(C)cc(C)n2)C(=O)C1	-4	93	1	-2.2	4	1	1	1	2.0	4
Cc1ccccc1S(=O)(=O)N(C)C[C@H]1OCc2cnnn2CCCC(=O)N([C@H](C)CO)C[C@H]1C	-2	96	7	4.3	-5	2	8	-2	0.0	-2
CCOC(=O)N1CCN(C(=O)c2cnn3c(C(F)(F)F)cc(-c4cccs4)nc23)CC1	-4	101	-1	1.5	8	1	-4	2	-0.1	-6
Cc1cccc(NC(=O)CSc2nnc(Cn3nnc(-c4ccccc4)n3)n2-c2ccccc2)c1	-4	99	11	0.6	14	-4	-5	-4	0.2	-10
COC(=O)C1=C(C)NC2=C(C(=O)CC(C)(C)C2)C1c1ccsc1 (configuration not stated)	-2	99	14	-2.7	13	0	6	-1	-0.2	-7
Cc1nn2c(=O)c3c4c(sc3nc2n1-c1ccccc1)COC(C)(C)C4	-2	94	7	0.1	6	1	4	-4	0.1	9
COC(=O)c1c[nH]c(=O)c2ccccc12	-6	426	-3	-3.8	5	0	-1	-2	0.2	-4
CC(=O)Nc1ccc(N/C=C(\C=O)c2nc3ccccc3o2)cc1	-5	98	3	3.4	-2	1	-6	4	0.6	-8
COC(=O)Cn1nc(-c2ccc(C)cc2)c2ccccc2c1=O	-1	100	-5	1.2	-6	0	5	-6	0.1	-1
c1ccc2c(c1)CC/C2=N/Nc1nc2ccccc2[nH]1	-5	92	-9	3.7	-16	-11	5	-2	0.2	3
COc1ccccc1-c1c(C)oc2c(CN3CCN(C)CC3)c(O)ccc2c1=O	-6	96	4	-1.7	-4	3	3	-2	-0.1	1
COc1ccc(Cc2nc3ccc(C(=O)NC(C)Cc4ncccc4C)cc3o2)cc1OC (configuration not stated)	-12	92	-2	-2.1	12	-1	6	-2	0.2	-7
O=C1C(O)=C(O)C(=O)c2ccccc21	nt	108	nt	0.0	-7	2	-1	6	0.1	1
CCN(c1ccc(C)cc1C)S(=O)(=O)c1nnc(NC(=O)C(C)(C)C)s1	-4	89	0	-1.1	-11	1	-3	1	0.0	-7
Cc1ccc(OCC(=O)Nc2ccc(NC(=O)c3ccco3)cc2)c(C)c1	-7	94	-5	18*	-11	1	8	2	-0.1	17
COc1ccc(OC)c(C2=NO[C@@H]3C(=O)N(c4cc(Cl)ccc4OC)C(=O)[C@H]23)c1	-4	94	15	-1.2	5	1	-9	-1	0.0	0
CC(=O)c1cccc(NC(=O)C(C)OC(=O)c2cc(C)oc2C)c1 (configuration not stated)	nt	102	4	-1.6	-4	1	16	-4	0.1	2
C=CCN(C(=O)CCc1ccccc1OC)c1nc(-c2ccc(S(C)(=O)=O)cc2)cs1	-4	97	-8	0.6	-13	-11	31*	4	0.6	-13
CC(C)NS(=O)(=O)c1ccc(NC(=O)C(C)OC(=O)CCC2CCCC2)cc1 (configuration not stated)	-2	99	10	8.4*	-14	-5	9	1	0.0	-20
C[C@H]1CN([C@@H](C)CO)C(=O)c2cc(Br)cnc2O[C@H]1CN(C)C(=O)c1cnccn1	-7	99	1	-1.8	8	2	8	-1	-0.2	3
C[C@H](CO)N1C[C@H](C)[C@@H](CN(C)C(=O)Nc2ccc(C(F)(F)F)cc2)Oc2c(NC(=O)Cc3ccccc3)cccc2C1=O	-4	90	1	1.5	-2	4	3	0	0.1	nt
COc1ccc(OCc2nc(C#N)c(N3CCN(c4ccc(OC)cc4)CC3)o2)cc1	-8	97	3	0.3	-21	-3	2	6	0.2	-1
N#Cc1ccccc1Cn1c(=O)n(CCC(=O)NCc2ccco2)c(=O)c2ccccc21	-8	101	1	-2.3	12	-1	6	3	-0.1	-5
COc1cc(S(=O)(=O)NC2CC(C)(C)NC(C)(C)C2)c(OC)cc1Cl	-4	98	0	-2.5	8	2	-2	0	-0.1	7
Cc1ccccc1NC(=O)COC(=O)C1(C)CC1(Cl)Cl (configuration not stated)	-6	99	15	0.1	6	-1	-6	-2	0.0	2
Cn1c(N)c(C(=O)COC(=O)c2cc(S(=O)(=O)NCc3ccccc3)ccc2O)c(=O)n(C)c1=O	-3	100	-1	-0.8	4	0	4	-2	0.2	0
Cc1ccc(S(=O)(=O)Nc2ccccc2C=Nc2cccc(C)c2C)cc1	-17	97	7	-0.8	3	5	-2	1	0.1	7
Cc1ccc(C(=O)N2CCN(c3ncnc4c(C)csc34)CC2)cc1	-2	94	0	-1.3	-5	-5	-2	6	0.3	-7
COc1ccc(-n2c(=O)cc(N3CCN(Cc4ccccc4)CC3)[nH]c2=O)cc1	-7	98	3	-0.1	10	2	1	-6	0.0	nt
O=C(NCCCN1CCOCC1)c1ccc2c(=O)n(-c3ccc(F)c(Cl)c3)c(=S)[nH]c2c1	-4	83	2	-3.3	-1	-1	1	-4	0.0	-13
Cc1cccc(NC(=O)CSCC(=O)Nc2cc(Cl)ccc2N2CCN(C)CC2)c1	-6	99	5	-2.2	-3	-1	5	-1	0.3	-2
N#CCC(=O)Nc1ccc(C(=O)OCC(=O)NNC(=O)c2ccc(Cl)cc2)cc1	-7	92	0	-1.0	-5	2	12	-7	0.3	-5

An excerpt from above in order of length of the SMILES, high to low:
SMILES	CaV13 FRET inh	ABCB6 inh 2	PDI inh	MC4R ag barr	Cardio protect	Glyco luc inh	MC4R antagonist	HTR2A ag	aDG glyco act	Vif inh
C[C@H](CO)N1C[C@H](C)[C@@H](CN(C)C(=O)Nc2ccc(C(F)(F)F)cc2)Oc2c(NC(=O)Cc3ccccc3)cccc2C1=O	-4	90	1	1.5	-2	4	3	0	0.1	nt
Cn1c(N)c(C(=O)COC(=O)c2cc(S(=O)(=O)NCc3ccccc3)ccc2O)c(=O)n(C)c1=O	-3	100	-1	-0.8	4	0	4	-2	0.2	0
C[C@H]1CN([C@@H](C)CO)C(=O)c2cc(Br)cnc2O[C@H]1CN(C)C(=O)c1cnccn1	-7	99	1	-1.8	8	2	8	-1	-0.2	3
O=C(NCCCN1CCOCC1)c1ccc2c(=O)n(-c3ccc(F)c(Cl)c3)c(=S)[nH]c2c1	-4	83	2	-3.3	-1	-1	1	-4	0.0	-13
N#Cc1ccccc1Cn1c(=O)n(CCC(=O)NCc2ccco2)c(=O)c2ccccc21	-8	101	1	-2.3	12	-1	6	3	-0.1	-5
N#CCC(=O)Nc1ccc(C(=O)OCC(=O)NNC(=O)c2ccc(Cl)cc2)cc1	-7	92	0	-1.0	-5	2	12	-7	0.3	-5
COc1ccc(OCc2nc(C#N)c(N3CCN(c4ccc(OC)cc4)CC3)o2)cc1	-8	97	3	0.3	-21	-3	2	6	0.2	-1
Cc1cccc(NC(=O)CSCC(=O)Nc2cc(Cl)ccc2N2CCN(C)CC2)c1	-6	99	5	-2.2	-3	-1	5	-1	0.3	-2
COc1cc(S(=O)(=O)NC2CC(C)(C)NC(C)(C)C2)c(OC)cc1Cl	-4	98	0	-2.5	8	2	-2	0	-0.1	7
Cc1ccc(C(=O)N2CCN(c3ncnc4c(C)csc34)CC2)cc1	-2	94	0	-1.3	-5	-5	-2	6	0.3	-7
Cc1ccccc1NC(=O)COC(=O)C1(C)CC1(Cl)Cl (configuration not stated)	-6	99	15	0.1	6	-1	-6	-2	0.0	2
